Screening data from PubChem BioAssay.
Growth percent in the NCI-60 one-dose screen (48 h, 10 µM unless noted): 100 = growth as untreated, 0 = no growth, -100 = all killed.
UACC-257: UACC-257 melanoma; hit rate 4.4% among 78,000; AID 1794764
UACC-62: UACC-62 melanoma | hit rate 5.4% among 81,000 | AID 1794756
M14: M14 melanoma; hit rate 6.2% among 80,000
EKVX: EKVX NSCLC | hit rate 3% among 71,000 | AID 1794765
MALME-3M: MALME-3M melanoma. hit rate 5.8% among 78,000. AID 1794766
HOP-92: HOP-92 NSCLC cells; hit rate 6.3% among 71,000; AID 1794738
A549/ATCC: A549/ATCC NSCLC. hit rate 3.7% among 81,000. AID 1794740
HOP-62: HOP-62 NSCLC; AID 1794735; hit rate 3.9% among 80,000
* marks the source's active call; other numbers are inactive results; x = no result given; & = joins results of further samples. Rule for the calls: active = growth percent below 10; inactive = the rest. Only part of the results is shown. The share of hits here may be higher or lower than overall.

SMILES	UACC-257	UACC-62	M14	EKVX	MALME-3M	HOP-92	A549/ATCC	HOP-62
NCCc1cc(O)c(O)cc1O	102	x	100	102	x	85	100	105
COc1ccc(/C=C\c2cc(OC)c(OC)c(OC)c2)cc1NC(=O)/C=C/c1ccc(OC)c(OC)c1	74	37	23	55	52	115	42	40
O[C@H](c1ccccc1)[C@@H](c1ccccc1)N1CCOCC1	107	96	107	111	113	82	109	103
O=C(O)c1nn(Cc2ccc(Cl)cc2)c2ccccc12	93	102	107	x	113	x	102	108
CCCCC1(CCC(C)C)C(=O)NC(=O)NC1=O	103	94	100	x	86	x	101	100
O=C1NC(=O)C(=Cc2ccc(OCCCCC3CCCCC3)c(Cl)c2)C(=O)N1	107	98	87	96	110	87	93	90
O=C(/C=C/c1ccc([N+](=O)[O-])cc1)Nc1cccc(S(=O)(=O)F)c1	88	96	114	x	99	95	90	101
Cc1cc(N(CCCl)CCCl)ccc1C=Nc1ccccc1-c1ccccc1	55	6.5*	76	101	77	84	60	55
CCN(CC)CCc1ccc(O)cc1	116	95	107	137	164	91	100	102
CCCCC1(c2ccccc2)C(=O)NC(=O)NC1=O	100	98	110	107	104	103	95	93
C#CC(O)(CC)CC	100	105	100	102	89	109	107	94
O=C(/C=C/c1cccc(Br)c1)c1nc2ccccc2n1Cc1ccc(F)cc1	55	22	31	20	51	19	52	38
C#C[C@](C)(O)CC	106	103	101	117	115	117	98	122
CC[C@H](C)[C@H](NC(=O)[C@H]1CCCCN1C)C(=O)N(C)[C@H](C[C@@H](OC(C)=O)c1nc(C(=O)N[C@@H](Cc2ccccc2)C[C@H](C)C(=O)O)cs1)C(C)C	49	53	8.9*	38	55	15	10	12
Nc1ccc(P(=O)(O)O)cc1	99&104	100&110	100&121	96	96&101	90&95	94&102	x
CCCCCCCCCCCCOc1ccc(C(=O)Oc2ccc(CSP3(=O)OCC4OC(n5cnc6c(N)ncnc65)C(F)C4OP(=O)(O)OCC4OC(n5ccc(=O)[nH]c5=O)C(F)C4O3)cc2)cc1 (stereo not given)	31	118	86	107	114	87	98	115
Cc1c2cccc(F)c2c[n+]2ccccc12	98	104	103	53	101	99	57	93
Clc1ccc(C(OCCN2CCCCC2)c2ccccc2)cc1 (stereo not given)	89	89	86	85	97	x	87	100
S=P(NCCSCc1ccccc1)(N1CC1)N1CC1	98	100	113	110	108	96	87	93
CN(C)COC(=S)SP(=O)(Oc1ccc(Cl)cc1Cl)SC(=S)OCN(C)C	120	100	111	97	118	123	109	108

By substructure, the compounds so far with fluorine (four)
SMILES	UACC-257	UACC-62	M14	EKVX	MALME-3M	HOP-92	A549/ATCC	HOP-62
O=C(/C=C/c1ccc([N+](=O)[O-])cc1)Nc1cccc(S(=O)(=O)F)c1	88	96	114	x	99	95	90	101
O=C(/C=C/c1cccc(Br)c1)c1nc2ccccc2n1Cc1ccc(F)cc1	55	22	31	20	51	19	52	38
CCCCCCCCCCCCOc1ccc(C(=O)Oc2ccc(CSP3(=O)OCC4OC(n5cnc6c(N)ncnc65)C(F)C4OP(=O)(O)OCC4OC(n5ccc(=O)[nH]c5=O)C(F)C4O3)cc2)cc1 (stereo not given)	31	118	86	107	114	87	98	115
Cc1c2cccc(F)c2c[n+]2ccccc12	98	104	103	53	101	99	57	93

Returning to the listing, starting seven compounds before the break.
SMILES	UACC-257	UACC-62	M14	EKVX	MALME-3M	HOP-92	A549/ATCC	HOP-62
CC[C@H](C)[C@H](NC(=O)[C@H]1CCCCN1C)C(=O)N(C)[C@H](C[C@@H](OC(C)=O)c1nc(C(=O)N[C@@H](Cc2ccccc2)C[C@H](C)C(=O)O)cs1)C(C)C	49	53	8.9*	38	55	15	10	12
Nc1ccc(P(=O)(O)O)cc1	99&104	100&110	100&121	96	96&101	90&95	94&102	x
CCCCCCCCCCCCOc1ccc(C(=O)Oc2ccc(CSP3(=O)OCC4OC(n5cnc6c(N)ncnc65)C(F)C4OP(=O)(O)OCC4OC(n5ccc(=O)[nH]c5=O)C(F)C4O3)cc2)cc1 (stereo not given)	31	118	86	107	114	87	98	115
Cc1c2cccc(F)c2c[n+]2ccccc12	98	104	103	53	101	99	57	93
Clc1ccc(C(OCCN2CCCCC2)c2ccccc2)cc1 (stereo not given)	89	89	86	85	97	x	87	100
S=P(NCCSCc1ccccc1)(N1CC1)N1CC1	98	100	113	110	108	96	87	93
CN(C)COC(=S)SP(=O)(Oc1ccc(Cl)cc1Cl)SC(=S)OCN(C)C	120	100	111	97	118	123	109	108
CN1CCN=C(c2ccccc2)c2cc(Cl)ccc21	101	99	107	85	102	75	100	85
CC(O)c1ccc(Br)cc1 (stereo not given)	98	103	x	114	118	106	104	103
NC(=O)OCC(CO)(c1ccccc1)c1ccccc1	105	115	99	x	85	93	103	95
COc1cccc(CCN)c1	94	105	109	x	115	x	104	98
CC(=O)O[C@H]1CC[C@@]2(C)C(=CC[C@H]3[C@@H]4C[C@@H](N5CC5)[C@H](C(C)=O)[C@@]4(C)CC[C@@H]32)C1	112	93	96	x	98	81	100	83
CCOP(=O)(OCC)SCc1ccccc1	109	105	104	98	111	107	100	94
CN(N=O)C1CCS(=O)(=O)C1 (stereo not given)	84	93	64	119	93	78	89	83
COc1ccc(-c2c[se]c(Nc3ccccc3)n2)cc1	89	81	95	76	83	81	64	40
CC(=O)OC1CCC2C3CCC4CC(=O)C(F)CC4(C)C3CCC12C (stereo not given)	103	87	107	100	119	110	101	113
CC[C@H](C)[C@H](NC(=O)[C@H]1CCCCN1C)C(=O)N(C)[C@H](C[C@@H](OC(C)=O)c1cccc(C(=O)N[C@@H](Cc2ccccc2)C[C@H](C)C(=O)OC)n1)C(C)C	48	39	-8.1*	53	67	-0.9*	10	3.6*
OCCNC1CCCCC1	112	97	x	98	112	108	106	99
N[C@H](C[C@@H]1CC(Br)=NO1)C(=O)O	x	99	96	89	x	93	77	92
C=CCC1(C(C)CCC)C(=O)NC(=S)NC1=O (stereo not given)	92&97	96&83	104&107	98	102&105	78	100&96	100
COc1cc2c(c(OC)c1OC)-c1ccc(O)c(=O)cc1[C@@H](NC(C)=O)CC2	76	55	53	x	80	x	32	29
Cc1cc(OCCN2CC2)c2ccccc2n1	94	87	86	90	100	88	94	88
O=C1NC(=O)C2(CCN(c3ccccc3)CC2)C(=O)N1	104	95	108	102	100	x	108	103
COC(=O)C1C=C2c3cccc4[nH]cc(c34)CC2N(C)C1 (stereo not given)	97	89	101	94	x	83	104	92
O=C(O)C(O)(c1ccccc1)C1CCCCC1 (stereo not given)	106	104	99	104	102	86	108	103
CCCOC(=O)CCl	97	102	95	x	99	96	102	104
Cc1ccc(S(=O)(=O)N/N=C\c2ccc(N(CCCl)CCCl)cc2)cc1	97	73	103	92	110	95	74	97
COc1ccccc1NC1=NCCS1	103	106	108	x	104	x	101	110
N#CCCCCCBr	92	107	102	x	108	74	97	110
CC1C(=O)OC2CCN3CC4OC4(COC(=O)C(C)(O)C1(C)O)C23 (stereo not given)	100	99	90	106	95	x	100	99
Cc1cccc(C)c1OP(=O)(Oc1c(C)cccc1C)Oc1c(C)cccc1C	52	80	97	101	106	88	69	117
COc1ccc(C(=O)c2sc3nc4c(cc3c2N)N2CCC4CC2)cc1OC	111	90	109	x	93	6.6*	95	73
CSc1nc(Cl)c(Br)c(N2CC2)n1	93	100	95	108	93	74	99	106
CCCC(=O)N(C)C1=Nc2ccc(Cl)cc2C(c2ccccc2)=[N+]([O-])C1	108	87	100	92	106	x	93	79
O=C1NC(=O)C(=Cc2cccnc2)C(=O)N1	104	103	102	110	112	96	103	111
CC1([N+](=O)[O-])COP(=O)(Nc2ccc(F)cc2)OC1 (stereo not given)	101	109	101	115	110	118	99	x
C=CCNC(=O)C(Br)C(C)C (stereo not given)	101	111	103	x	111	115	101	104
CC(=O)c1ccc(Br)cc1	99	97	103	96	107	x	95	94
COC(=O)C1=CO[C@@H](C)[C@@H]2CN3CCc4c([nH]c5cc(OC)ccc45)[C@@H]3C[C@H]12	96	78	103	97	x	78	96	113
CC1CC(NCCO)CC(C)(C)C1 (stereo not given)	116	99	123	80	120	102	103	100
Cc1ccc(NC(=O)NCCCOc2ccc(N3C(N)=NC(N)=NC3(C)C)cc2Cl)cc1S(=O)(=O)F	58	35	61	64	84	89	26	97
C[C@@H]1C[C@H]2[C@@H]3CC[C@H](O)[C@@]3(C)CC[C@@H]2[C@@]2(C)CCC(=O)C=C12	98	93	106	81	102	102	97	99
CCC1(CCO)C(=O)NC(=O)NC1=O	123	102	100	106	102	116	118	109
CN(C)c1ccc(C(=O)c2ccc(N(C)C)cc2)cc1	88	91	106	x	148	89	96	113
C/C(=C\C(=O)O[C@H]1[C@@H]2[C@H](C)CC[C@H]2[C@]2(C)O[C@@]1(C1CCCCC1)C[C@H]2OC(=O)CO)c1ccccc1	44	63	47	48	64	18	41	55
Clc1ccc(N2COOC3(OOC2)C2CC4CC(C2)CC3C4)cc1	86	39	66	64	26	-23*	47	46
CCOP(=S)(S)OCC	107	101	105	105	111	100	105	104
CN1CCN(c2nc(N)cc(=O)[nH]2)CC1	103	98	96	106	112	89	102	103
Cn1cc(-c2csc(-c3cn(CCCCN4CCOCC4)c4ccc(F)cc34)n2)c2cccnc21	-45*	23	-54*	73	-60*	53	75	86
[O]=[Sn]([CH]1CCCCC1)[CH]1CCCCC1	-88*	-93*	-89*	-24*	-72*	x	-83*	-92*
O=CC1(c2ccccc2)CCN(Cc2ccccc2)CC1	100	105	99	101	105	97	95	112
Cc1ccc(S(=O)(=O)n2cc([C@@]3(O)C[C@H](CSC#N)OC3=O)c3ccccc32)cc1	96	76	66	102	62	-28*	71	100
CC/C(=C(\c1ccc(OCCN2CCOCC2)cc1)c1ccc(OC(=O)Cc2ccccc2)cc1)c1ccc(Cl)cc1	107	100	102	109	95	94	101	103
COc1ccc(CC(N)c2ccc(OC)c(OC)c2)cc1OC (stereo not given)	x	101	97	95	97	89	94	96
COc1ccc2nc(NC(=O)COc3cc(/C=C\c4cc(OC)c(OC)c(OC)c4)ccc3OC)sc2c1	59	34	23	45	14	51	26	45
Cc1coc2c1CCC(C)C2 (stereo not given)	112	104	103	105	124	88	101	103
CC1=C(SCCC(=O)OCC(=O)NCCC[Te]c2ccccc2)C(=O)c2ccccc2C1=O	55	2.5*	-52*	-3.8*	-7.9*	x	0.1*	-49*
OC1CC2(Cl)C(Cl)=C(Cl)C1(Cl)C2(Cl)Cl (stereo not given)	93	75	100	111	104	x	x	103
C[C@]12CCc3sc(Nc4ccccc4Cl)nc3C1=CC[C@@H]1[C@@H]2CC[C@]2(C)C(=O)CC[C@@H]12	104	93	104	93	102	122	100	110
C[C@H]1C[C@H]2[C@@H]3CC[C@](C)(O)[C@@]3(C)CC(=O)[C@]2(F)[C@@]2(C)CCC(=O)C=C12	100	101	97	x	98	97	101	105
OC(Cc1ccncc1)C(Cl)(Cl)Cl (stereo not given)	108	x	101	94	104	x	97	89
Brc1ccc(Br)cc1	92	106	110	x	112	101	104	101
COc1cc(C#N)cc2nc(C)oc12	113	116	97	x	96	89	100	100
NC(=O)CI	102	107	96	x	93	89	101	87
CC(C)CN(CC(C)C)CC(O)c1ccc(Br)cc1 (stereo not given)	96	77	95	97	98	105	100	100
COP(=S)(OC)Oc1ccc(Sc2ccc(OP(=S)(OC)OC)cc2)cc1	112	69	88	64	82	43	98	88
CCC1(CCC(C)C)C(=O)NC(=O)N(c2ccccc2)C1=O (stereo not given)	82	94	100	97	103	117	70	78
Cc1ccc2c(c1)NP(=S)(Oc1ccccc1)N2 (stereo not given)	113	101	102	110	x	104	108	106
C[C@]1(O)CC[C@H]2[C@@H]3CCC4=CC(=O)CCC4=C3C=C[C@@]21C	99	93	105	53	x	109	98	102
C=CCC1(C(C)CCC)C(=O)NC(=S)N(C)C1=O (stereo not given)	66	96	102	97	89	82	65	81
